EPAC2 ag = EPAC2 (human) agonism; EPAC2 activation, biochemical qHTS; response scale: 100% = 6.5 mM cAMP response; Potency, µM (top dose mostly 154 µM), for the others: at the top dose activation, actives largely listed as activators; Q8WZA2; 360,000 compounds, 0.079% hits; AID 720711; note: potency is the fitted concentration of half-maximal effect; nearly all actives have a fitted effect of over 50% in size
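Fluorescence exchange assay: 100 nM EPAC2 with 250 nM RAP1B-BODIPY-GDP and 50 uM GDP; compounds tested as a concentration-titration series (qHTS). Loss of Rap1-bound BODIPY-GDP fluorescence read at 480/540 nm; data normalized to 6.5 mM cAMP.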
EPAC2 antagonist = blocks human EPAC2 exchange factor; EPAC2 GEF exchange of Rap1B-BODIPY-GDP, fluorescence; Q8WZA2; Potency, µM (highest dose often 114 µM), without a hit: top-dose activity, negative = inhibition, usual class: inhibitors; 360,000 compounds, 0.18% hits; note: potency is the fitted concentration of half-maximal effect; % is set by controls: 0 for no effect and ±100 for the full control effect; nearly all actives have a fitted effect of over 45% in size; many of its hits are not listed in these tables
aSyn rescue = inhibitors of alpha-synuclein toxicity in yeast; Yeast expressing alpha-synuclein, growth rescue, BacTiter-Glo, 24 h; 370,000 compounds, 0.14% hits; AID 652106; Potency, µM (highest dose often 46.1 µM), for the others: at the top dose growth rescue (activation), most hits filed as activators; note: potency is the fitted concentration of half-maximal effect; % of control where 0% means no effect; nearly all actives have a fitted effect of over 65% in size
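Readout is rescue of growth in alpha-synuclein-expressing yeast, so inhibitors of toxicity appear as activators. Growth after 24 hr at 30 deg C in galactose medium is quantified by luminescence.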
DRD3 agonist = agonists of human D3 dopamine receptor. P35462. D3R DiscoveRx beta-arrestin cells, luminescence, 90 min. max activation, %. 410,000 compounds, 0.58% hits; in the data active = max activation above about 30%; note: 0% is about no effect; mostly tested at two doses, the higher about 12 µM
Target sequence (P35462 whole entry, looked up): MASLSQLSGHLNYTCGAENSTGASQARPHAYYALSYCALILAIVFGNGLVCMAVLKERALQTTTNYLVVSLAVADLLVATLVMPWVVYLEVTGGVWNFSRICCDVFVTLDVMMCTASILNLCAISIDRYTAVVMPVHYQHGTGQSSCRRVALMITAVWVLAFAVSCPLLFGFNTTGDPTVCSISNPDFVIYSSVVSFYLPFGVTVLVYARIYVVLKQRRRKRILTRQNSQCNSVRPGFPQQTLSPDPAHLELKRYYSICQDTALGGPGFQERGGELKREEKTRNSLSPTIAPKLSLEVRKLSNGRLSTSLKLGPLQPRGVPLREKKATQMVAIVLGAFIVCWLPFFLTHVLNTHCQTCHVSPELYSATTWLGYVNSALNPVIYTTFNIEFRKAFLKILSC
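Agonist mode: compounds and dopamine controls were applied to plated cells for 90 min at 37 degrees C after an overnight attachment at 1500 cells/well. Luminescent read-out followed 30 - 60 minutes at room temperature with DiscoveRx detection reagent.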
TDP43 rescue = inhibitors of TDP-43 toxicity in yeast; TDP-43 expressing yeast growth rescue, BacTiter-Glo, 24 h; Potency, µM (series often up to 46.1 µM), without a hit: at the top dose growth rescue (activation), most hits filed as activators; 410,000 compounds, 1.8% hits; note: potency is the fitted concentration of half-maximal effect; % of control where 0% means no effect; nearly all actives have a fitted effect of over 50% in size
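Yeast expressing TDP-43 (pregrown in raffinose, seeded at OD600=0.02 in galactose medium) exposed to compounds 24 hr at 30 deg C. Growth read by BacTiter-Glo luminescence; rescue of toxicity appears as increased signal.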
D3 antag = D3 dopamine receptor (human) antagonism; D3R cells, DiscoveRx beta-arrestin luminescence, antagonist mode; hits give low values; max response, negative = inhibition, %; 360,000 compounds, 2.5% hits; in the data active = max response below about -50%; inconclusive = no clear call, values can overlap the other calls; note: % is set by controls: 0 for no effect and ±100 for the full control effect; mostly tested at two doses, the higher about 12 µM
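Cells plated overnight at 1500 cells/well, then exposed to library compounds with dopamine controls for 90 minutes at 37 degrees C. DiscoveRx reagent added for 30–60 minutes at room temperature; luminescence read, quantitative HTS format.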
Abeta yeast res = A-beta toxicity reversal in yeast; AID 1347071; 410,000 compounds, 0.063% hits; Potency, µM (doses to about 46.1 µM), inactives show top-dose growth rescue, hits mostly activators; yeast expressing A-beta42, growth rescue, OD600, 48 h; response scale: 0% DMSO, 100% iron-clioquinol control; note: potency is the fitted concentration of half-maximal effect; nearly all actives have a fitted effect of over 55% in size
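Yeast A-beta toxicity model in growth medium with pinned compounds, 48 h at 30 C; growth read as absorbance at 600 nm. Normalized to FeCl3/clioquinol equimolar mix (positive) and DMSO (negative).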
FUS suppressor = FUS proteinopathy suppression in yeast; Potency, µM (doses to about 76.6 µM), without a hit: at the top dose growth rescue (activation), actives largely listed as activators; S. cerevisiae FUS-expressing, growth rescue, OD600, 24 h; 390,000 compounds, 0.24% hits;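 note: potency is the fitted concentration of half-maximal effect; plate controls were DMSO vehicle for no effect and reference control for full effect; nearly all actives have a fitted effect of over 55% in size; some results filed as inactive show a strong effect at the top dose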
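Absorbance at 600 nm, taken 24hr after compound addition, measured rescue of FUS-yeast growth at 30C. Induction used 2% galactose with seeding at OD 0.005. Controls: CP55940 from 92uM final, DMSO only.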
* hit, by the source's call; ? = inconclusive; nt = no result given; & = joins results of further samples; [ ] = remark or other dose. Unless noted, calls come from the whole dose curve; as a rule, active = well fitted curve in the direction sought with a large enough effect; inconclusive = small, poorly fitted or top-dose-only effect, or another doubt; inactive = no such curve, though single readings can be large; an effect the other way counts as inactive or inconclusive.

Compound	EPAC2 antagonist	DRD3 agonist	aSyn rescue	D3 antag	FUS suppressor	Abeta yeast res	EPAC2 ag	TDP43 rescue
CCOC(=O)C(=Cc1ccccc1)C(=O)c1ccccc1	?	-7.4	14.1µM*	-59.2*	2.3%	-49.9%[inhibitor]	-1.6%	6.31µM*
CN(C(=O)c1coc(=O)c2ccccc12)c1ccc(F)cc1	3.4%	3.1	5.8%	-3.2	-4.1%	3.1%	4.2%	2.9%
On1nnc2ccc3ccccc3c21	9.3%	6.0	1.0%	2.5	3.9%	-1.5%	-0.5%	12.9%
O=C(C1CCCN(CCCc2ccccc2)C1)N1CCCCCC1 (stereo unspecified)	9.6%	-13.7	-11.9%	-16.8	17.6%	5.4%	12.2%	-16.9%
Cc1nc2ccc(S(=O)(=O)N(C)CC(=O)NCc3ccc(N(C)C)cc3)cc2s1	1.0%	8.2	-2.4%	10.8	2.1%	2.7%	-3.8%	-3.3%
Cc1cc(C(=O)Nc2cccc([N+](=O)[O-])c2C)cs1	-6.0%	-16.3	1.4%	-25.4	30.0%	-1.5%	11.5%	0.0%
COC(=O)Nc1ccc(S(=O)(=O)N(CCO)CC(F)(F)C(F)F)cc1	3.8%	-0.8	12.0%	-4.8	-1.6%	6.6%	9.2%	14.0%
Cc1nn2cc(-c3ccc(N)cc3)nc2s1	2.2%	9.1	2.8%	18.5	35.3%	8.7%	0.5%	-4.2%
Cc1c(C(=O)N2CCOCC2)oc2c1-c1nn(CC(=O)NCc3cccc(Cl)c3)cc1CC2	nt	2.9	nt	nt	28.4%	12.5%	nt	0.0%
CC1CCC(N2CCNCC2)CC1 (stereo unspecified)	15.4%	-1.6	-9.1%	4.8	-34.0%	-1.7%	7.7%	26.8%
CCc1ccc(-c2[nH]nc3nc(-c4ccc(OC)cc4)cc(C(=O)NCCc4ccc(OC)c(OC)c4)c23)cc1	nt	13.5	nt	nt	24.8%	1.5%	nt	8.9%
O=S(=O)(c1ccc(NC(=S)NCCc2ccccc2)cc1)N1CCOCC1	-0.3%	5.8	-7.7%	6.2	28.9%	-0.5%	9.3%	6.6%
CCCCCC(=O)N/N=C/c1ccco1	3.0%	8.7	-3.5%	6.8	22.3%	8.5%	9.4%	25.5%
CCn1c(C)nc2cc(S(=O)(=O)N3CCCC3)ccc21	-0.7%	3.0	2.0%	18.5	1.8%	4.0%	3.2%	-7.9%
O=C(COC(=O)c1cccc(S(=O)(=O)N2CCN(c3ccc(F)cc3)CC2)c1)NCC1CCCO1 (stereo unspecified)	4.6%	0.4	1.9%	9.0	27.7%	15.3%	4.1%	3.3%
O=C(O)CCc1ccc(-c2cccs2)n1CCc1ccccc1	-23.0%	-0.3	22.0%	-19.7	20.0%	-28.1%	-0.1%	-4.6%

No new results follow: an excerpt of the list.
Compound	EPAC2 antagonist	DRD3 agonist	aSyn rescue	D3 antag	FUS suppressor	Abeta yeast res	EPAC2 ag	TDP43 rescue
CCc1ccc(-c2[nH]nc3nc(-c4ccc(OC)cc4)cc(C(=O)NCCc4ccc(OC)c(OC)c4)c23)cc1	nt	13.5	nt	nt	24.8%	1.5%	nt	8.9%
O=S(=O)(c1ccc(NC(=S)NCCc2ccccc2)cc1)N1CCOCC1	-0.3%	5.8	-7.7%	6.2	28.9%	-0.5%	9.3%	6.6%
CCCCCC(=O)N/N=C/c1ccco1	3.0%	8.7	-3.5%	6.8	22.3%	8.5%	9.4%	25.5%

More results
Compound	EPAC2 antagonist	DRD3 agonist	aSyn rescue	D3 antag	FUS suppressor	Abeta yeast res	EPAC2 ag	TDP43 rescue
C/C(N)=C(/C#N)C(=O)CSc1nnc(-c2ccc(OC(F)F)cc2)o1	?	0.6&11.2	4.8%&-0.1%	1.8&6.3	-3.6%&5.7%	-1.8%&7.1%	-1.6%&5.5%	-22.0%&-8.1%
Cc1cc(S(=O)(=O)N2CCN(c3ccccc3C)CC2)ccc1F	-6.8%	-9.4	2.8%	-25.8	-22.0%	16.3%[9.22 µM]	9.4%	13.3%
O=C(O)C1CCCCC1C(=O)NCCc1ccc(Cl)cc1 (stereo unspecified)	4.5%	3.3	9.6%	?	-11.6%	-1.1%	-1.7%	7.3%
COc1cc2cc(CN(C(=O)Nc3ccccc3)C3CCCC3)c(=O)[nH]c2cc1OC	-2.8%	-18.5	-4.4%	11.1	41.5%	-14.8%	7.3%	-14.1%
Cc1ccc(C(=O)NNC(=O)c2ccccc2-n2cccc2)cc1	-5.5%	11.2	6.8%	20.0	16.6%	-20.5%	7.4%	-7.5%[0.397 µM]
O=C1NN=C(c2ccc(Cl)cc2)CC1c1c[nH]c2ccccc12 (stereo unspecified)	-11.6%	-9.4	-1.7%	-5.5	-4.6%	12.9%	2.9%	-8.3%
CC1(C)COCN1C(=O)c1ccc(C#N)cc1	4.4%	-0.8	-0.4%	2.7	-2.6%	8.2%	0.7%	-7.2%
O=C(Nc1ccccc1O)c1ccc(NS(=O)(=O)c2cccc3cccnc23)cc1	5.7%	2.6	-2.0%	12.7	-1.9%	0.5%	8.5%	2.1%

Among those listed so far, these contain a Cl atom:
Compound	EPAC2 antagonist	DRD3 agonist	aSyn rescue	D3 antag	FUS suppressor	Abeta yeast res	EPAC2 ag	TDP43 rescue
Cc1c(C(=O)N2CCOCC2)oc2c1-c1nn(CC(=O)NCc3cccc(Cl)c3)cc1CC2	nt	2.9	nt	nt	28.4%	12.5%	nt	0.0%
O=C(O)C1CCCCC1C(=O)NCCc1ccc(Cl)cc1 (stereo unspecified)	4.5%	3.3	9.6%	?	-11.6%	-1.1%	-1.7%	7.3%
O=C1NN=C(c2ccc(Cl)cc2)CC1c1c[nH]c2ccccc12 (stereo unspecified)	-11.6%	-9.4	-1.7%	-5.5	-4.6%	12.9%	2.9%	-8.3%

The list continues:
Compound	EPAC2 antagonist	DRD3 agonist	aSyn rescue	D3 antag	FUS suppressor	Abeta yeast res	EPAC2 ag	TDP43 rescue
O=C(NC(=S)N1CCOCC1)c1cn(-c2ccccc2)nc1-c1ccc(F)cc1	4.9%	-8.5	-2.0%	33.0	nt	0.0%	15.2%	-9.2%
Brc1cc2c(cc1C1OCCCO1)OCO2	11.3%	2.4	-0.5%	-12.4	nt	-6.0%	-2.0%	6.6%
CSCC(C)N1CCC(Oc2cccc(C(=O)NCc3ccccn3)c2)CC1 (stereo unspecified)	1.0%	-2.4	-0.4%	-2.7	27.6%	7.2%	9.7%	9.2%
N#CC(C#N)=C1C=CC=CN1/C(=C\c1ccccc1)C(=O)c1cccs1	-6.2%	-18.2	?	-27.3	28.4%	-22.0%	15.5%	4.47µM*
O=[N+]([O-])c1ccccc1S(=O)(=O)N1CCCC(C(F)(F)F)C1 (stereo unspecified)	-3.9%	-3.7	-1.6%	4.6	-7.2%	44.6%	13.4%	?
CC(=O)Nc1cccc(NC(=O)CSc2nnc(Cc3cccn3C)n2-c2ccc(F)cc2)c1	4.5%	0.7	0.1%	14.2	27.6%	-5.7%	10.4%	-10.7%
CCN(CC)c1ccc(/C=N/NC(=O)CNC(=O)c2cccnc2)cc1	-2.2%	-10.8	-1.0%	5.7	9.6%	-1.5%	1.0%	5.1%
CCOC(=O)C1CCCN(C(=O)Cn2ncc3c([nH]c4ccccc43)c2=O)C1 (stereo unspecified)	-3.5%	0.8&0.0	-2.0%	10.7	34.5%&-0.6%	9.5%&-3.2%	-5.9%	4.6%&15.1%
CCN(CC(=O)Nc1ccc2c(c1)OCO2)Cc1nc2ccccc2c(=O)[nH]1	-3.2%	-1.1	5.7%	4.1	8.3%	-1.2%	7.3%	8.8%
CCCN(CC(=O)Nc1ccccc1OC)C(=O)Cc1ccc2c(c1)CCC2	1.2%	3.9	9.0%	-25.1	35.1%	-5.9%	7.6%	7.3%
O=C(NC1(C(F)(F)F)N=C2SCCN2C1=O)c1cccnc1 (stereo unspecified)	2.0%	3.1	-1.0%	3.2	3.2%	20.9%	0.7%	7.1%
Cn1cc(C(CO)Cc2ccccc2)c2ccccc21 (stereo unspecified)	?	9.1	17.8µM*	?	-5.3%	32.7%	9.5%	?
O=C(CNC(=S)N(Cc1ccccc1Cl)C1CCCC1)NCCCN1CCOCC1	-5.2%	4.2	-1.2%	-15.9	-10.5%	1.6%	2.6%	7.7%
CCOc1cc(C(=O)N[C@@H](C)C(=O)N2CCC3(CC2)NCCc2[nH]cnc23)cc(OCC)c1OCC	4.1%	-0.5	-1.7%	-0.2	-0.7%	-1.5%	9.8%	-4.3%
COc1ccc(CN(CC(=O)NCC2CCCO2)C(=O)CNS(=O)(=O)c2ccccc2)cc1 (stereo unspecified)	1.7%	7.9	-0.3%	6.3	13.8%	5.7%	5.4%	-7.0%
C=C(C)Cn1c(CCNC(=O)c2ccco2)nc2ccccc21	4.6%	-14.4	-12.3%	-23.5	21.8%	-8.4%	10.0%	-25.9%
COc1ccc(NC(=O)CSCC(=O)N2c3ccccc3CCc3ccccc32)cc1	-3.6%	2.3	11.6%	-5.4	28.6%	11.4%	12.7%	14.5%
Cc1ccc(COc2cccc(/C=N/NC(=O)c3nnn(-c4nonc4N)c3C)c2)cc1	0.7%	-1.6	-3.4%	0.0	-20.8%	-9.3%	7.4%	9.2%
O=C(N/N=C/c1ccc2c(c1)OCO2)c1ccc(COc2cccc3cccnc23)cc1	0.7%	2.0	0.5%	17.8	-23.5%	0.8%	-6.6%	10.5%
Cc1cc(=O)n2[nH]c(NCc3ccccc3F)nc2n1	3.7%	-2.3	-0.7%	-4.3	41.3%	?	11.1%	-24.8%
Cc1cc(C)nc(N2CCC(C(=O)NCc3ccco3)CC2)n1	9.9%	15.6	5.2%	14.8	39.5%	7.3%	-5.0%	-21.2%
O=[N+]([O-])c1ccc(-c2cccnc2)cc1	-4.6%	-3.9	5.2%	7.9	-26.4%	0.2%	8.5%	-2.3%
O=C(c1ccccc1Br)N(Cc1ccco1)C1CCS(=O)(=O)C1 (stereo unspecified)	nt	-17.6	nt	nt	-1.2%	-16.5%	nt	-13.8%
CCOC(=S)SCC(=O)N1CCc2ccccc2C1C1C(=O)CC(C)(C)CC1=O (stereo unspecified)	3.3%	11.3	-11.4%	-3.9	5.1%	15.2%	-1.8%	?

Bioassay records (PubChem BioAssay)

Some of the compounds tested; count on the stated rates, not on these rows.
